Casp6 inh – human caspase-6 inhibitors, primary screen, biochemical, VEID-R110 fluorescence, single point, set 2. purified caspase-6, Z-VEID-R110 cleavage fluorescence. P55212. inhibition, % at 12.5 µM. 350,000 compounds, 0.53% hits;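 active means mean inhibition across replicates at least about 35%, with every replicate also reaching that limit, limit read from the data; inconclusive means only one of the two criteria met; inactive means neither criterion met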;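 further: 0% = median of neutral control wells and 100% = no fluorescence left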
RAD54 inh – inhibitors of human RAD54 branch migration, primary screen, biochemical, fluorescence, single point; DNA repair and recombination protein RAD54-like (Homo sapiens), Q92698; RAD54 Holliday junction branch migration, FAM/BHQ fluorescence; 360,000 compounds, 0.14% hits; inhibition, % at 10.4 µM;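 active means mean normalized replicate activity at least 40 and at least half of replicates scoring 40 or more; inconclusive means only one of the two criteria met; inactive means mean below 40 and under half of replicates reaching 40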;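 further: 0% = median of neutral control wells and 100% = median of positive control wells; inhibitors cause a drop in the FAM fluorescence signal; in these data hits start at about 50%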
RAD52 inh – RAD52 DNA annealing inhibitors, primary screen, biochemical, FRET, single point, set 2; recombinant RAD52 DNA annealing, FRET fluorescence; inhibition, % at 18.7 µM; DNA repair protein RAD52 homolog (Homo sapiens), P43351; 360,000 compounds, 0.46% hits;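 active means every replicate showing at least 50% inhibition; inconclusive means mean inhibition at least 50% but not in every replicate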
ERp5 block – inhibitors of ERp5-driven insulin aggregation, primary screen, biochemical, turbidity, absorbance 650 nm, single point. Protein disulfide-isomerase A6 (Homo sapiens), Q15084. 90 min. inhibition, % at 9.99 µM. 350,000 compounds, 0.05% hits. AID 651711, 2012;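 active means mean replicate inhibition above about 25%, with every replicate also reaching it, limit read from the data, passing the limit was not always enough; inconclusive means only one of those two criteria met; inactive means neither criterion met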
Target sequence (Q15084 whole entry, looked up): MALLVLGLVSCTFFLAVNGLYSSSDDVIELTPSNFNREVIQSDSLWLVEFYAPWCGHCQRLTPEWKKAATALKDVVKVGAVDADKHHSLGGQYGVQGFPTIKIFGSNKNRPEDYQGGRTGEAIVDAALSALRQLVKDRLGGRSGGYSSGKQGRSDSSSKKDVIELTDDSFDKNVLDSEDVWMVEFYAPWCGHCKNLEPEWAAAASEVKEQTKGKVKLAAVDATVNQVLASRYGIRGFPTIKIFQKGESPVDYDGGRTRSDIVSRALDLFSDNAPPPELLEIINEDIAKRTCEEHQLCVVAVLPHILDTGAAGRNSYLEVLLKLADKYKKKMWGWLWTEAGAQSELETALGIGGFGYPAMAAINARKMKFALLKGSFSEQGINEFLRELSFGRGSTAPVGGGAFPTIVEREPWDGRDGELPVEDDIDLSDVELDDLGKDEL
ARNT TACC3 PPI – disruptors of ARNT/TACC3 protein interaction, primary screen, biochemical, AlphaScreen, single concentration; AlphaScreen His-ARNT PAS-B/GST-TACC3 binding, luminescence; TACC3 fragment carries E629A point mutation; 390,000 compounds, 0.66% hits; AID 623870, 2012; inhibition, % at 9.99 µM;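 active means mean inhibition of replicates at least 50% and at least half of replicates each reaching 50%; inconclusive means half or more replicates reach 50% but mean below 50%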;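 further: 0% = complete ARNT plus TACC3 wells and 100% = ARNT alone without TACC3; many hits fall short of the cut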
E-sel inducer – E-selectin induction in HUVECs, primary screen, imaging, HUVEC, immunofluorescence imaging, single point; AID 686992, 2013; activation, % at 7.58 µM; normalized: neutral wells 0, TNF-alpha wells 100; P16581; 260,000 compounds, 0.37% hits;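 active means mean E-selectin-positive cell signal at least 10% of the positive control, reached in at least 60% of replicates, without over 20% cell loss; inconclusive means no rule given, readout overlaps actives, possibly toxicity-flagged; inactive means the rest, including those meeting only one limit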;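 further: in these data hits start at about 27%; measured in HUVEC primary endothelial cells; signal is the percent of cells scored E-selectin positive by PE staining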
Target sequence (P16581 whole entry, looked up): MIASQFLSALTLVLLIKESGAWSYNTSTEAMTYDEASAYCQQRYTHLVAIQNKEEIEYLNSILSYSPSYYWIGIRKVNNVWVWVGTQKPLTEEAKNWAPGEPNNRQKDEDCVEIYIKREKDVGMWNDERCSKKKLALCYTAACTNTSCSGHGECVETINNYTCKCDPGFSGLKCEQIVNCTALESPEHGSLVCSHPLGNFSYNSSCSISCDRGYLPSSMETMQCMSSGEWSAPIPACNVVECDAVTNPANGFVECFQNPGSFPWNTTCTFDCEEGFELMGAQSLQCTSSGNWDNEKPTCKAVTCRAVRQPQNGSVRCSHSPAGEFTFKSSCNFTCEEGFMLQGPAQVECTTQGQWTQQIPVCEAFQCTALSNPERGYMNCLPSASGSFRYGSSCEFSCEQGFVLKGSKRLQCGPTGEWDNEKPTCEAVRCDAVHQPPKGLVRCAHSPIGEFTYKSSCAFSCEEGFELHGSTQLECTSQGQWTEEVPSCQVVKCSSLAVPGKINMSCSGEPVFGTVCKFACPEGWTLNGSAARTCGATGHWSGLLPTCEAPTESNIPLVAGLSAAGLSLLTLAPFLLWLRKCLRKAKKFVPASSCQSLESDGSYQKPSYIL
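Material: HUVEC primary endothelial cells; Amount: 3,000 cells per well; Dosing: single concentration; Medium: EGM-2 growth medium on 0.1% gelatin-coated wells; Read-out basis: percent E-selectin-positive cells; Signal: immunofluorescence imaging; Control set: TNF-alpha, DMSO.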
PglD DTNB – C. jejuni PglD acetyltransferase inhibitors, primary screen, biochemical, DTNB colorimetric, single point; UDP-N-acetylbacillosamine N-acetyltransferase PglD (Campylobacter jejuni); purified PglD enzyme, DTNB colorimetric CoA detection; inhibition, % at 12.5 µM; 360,000 compounds, 0.098% hits; in the data active means inhibition above about 16%, passing the limit was not always enough; inconclusive means no clear call, values can overlap the other calls; further: strong numbers were not always called active
esBAF inh – Bmi1 luciferase reporter increase in mESCs, primary screen, esBAF inhibitor project, mouse ES cells, Bmi1 luciferase knock-in, single point; 24 h; 100% = twice the neutral-well signal; 350,000 compounds, 2% hits; reporter increase, % at 12.5 µM; in the data active means activation above about 40%; inconclusive means no clear call, values can overlap the other calls;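 further: 0% = median of the plate's neutral control wells and 100% = double that signal; a rise in the Bmi1 reporter signal indicates esBAF inhibition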
Numbers without * were called inactive; ? = inconclusive; . = not tested or not shown.

SMILES	Casp6 inh	RAD54 inh	RAD52 inh	ERp5 block	ARNT TACC3 PPI	E-sel inducer	PglD DTNB	esBAF inh
COc1ccc(NC(=O)Nc2ccc3c(c2)C(=O)N([C@H](C)CO)C[C@@H](C)[C@@H](CN(C)S(=O)(=O)c2cn(C)cn2)O3)cc1	-2	3	16	7	4	0.4	-2	-5
C[C@@]12C(=O)Nc3cc(F)ccc3C(=O)N1[C@H]1c3ccccc3OC[C@@H]1[C@@H]2c1ccccc1	.	-15	.	.	2	.	-1	-8
COc1ccc(S(=O)(=O)N(C)C[C@H]2Oc3ccc(NC(=O)C4CC4)cc3C(=O)N([C@H](C)CO)C[C@H]2C)cc1	-1	-1	23	-2	-8	1.0	10	3
C[C@@H]1CN([C@H](C)CO)S(=O)(=O)c2ccc(C#CC3CC3)cc2O[C@@H]1CN(C)Cc1ccncc1	-1	-8	10	17	29	0.4	2	3
COCCNC(=S)N/N=C(\C)c1ccc(Cl)s1	2	.	-7	4	-5	0.1	.	.
O=[N+]([O-])c1ccc2c(c1)ncn2CCc1ccccc1	-2	-6	-12	-3	-1	.	-3	0
CN(C)c1oc(COc2ccccc2F)nc1C#N	.	-7	.	.	2	.	7	22
C[C@@H]1CN([C@H](C)CO)C(=O)c2cc(NC(=O)c3ccncc3)ccc2O[C@@H]1CN(C)Cc1ccc(C(=O)O)cc1	4	6	-2	3	-3	.	7	2
O=C1CN(C(=O)COC(=O)/C=C/c2ccc(OC(F)F)cc2)c2ccccc2N1	-5	2	-10	-2	.	0.1	-5	-5
CC(C)CC(N)c1csc(Nc2ccccn2)n1 (centres undefined)	1	-3	-11	8	.	0.1	3	7
COC(=O)[C@@]1(Cc2ccccc2)[C@H]2C(=O)N(C)C(=O)[C@H]2[C@H]2CN=C(SCc3ccccc3)N21	-2	-6	-14	0	24	.	6	-3
Cc1ccc(C)c(NC2=NCC(=O)N2C2CCCCC2)c1	.	-14	.	.	-4	.	4	0
O=C(NC(c1ccc(Cl)cc1)c1cc(Cl)c2cccnc2c1O)c1cccnc1 (centres undefined)	.	-7	.	.	-7	?	0	.
CCOc1ccccc1NC=C1C(=O)OC(C)(C)OC1=O	.	-4	.	.	2	0.2	-2	-8
O=C(C1CCC1)N1CC(=O)N2[C@@H](CO)[C@H](c3ccc(Br)cc3)[C@@H]2C1	-1	.	6	8	.	3.5	.	.
O=C(NC1CC1)c1cccc(Nc2ccc(-c3ccc4c(c3)OCCO4)nn2)c1	.	8	.	.	-5	.	-10	3
COCCCN1CC(=O)N2C(c3cccc(OC)c3)c3[nH]c4ccccc4c3C[C@H]2C1=O (some centres undefined)	0	-18	0	0	0	.	-3	4
CCOC(=O)C1(Cc2ccccc2C(F)(F)F)CCN(Cc2ccc(COC)o2)CC1	0	0	4	-3	-2	.	3	0
COc1cccc(-n2c(=S)sc3c(=O)n(-c4ccccc4C)c(SCC(=O)O)nc32)c1	5	0	-2	5	-3	.	-4	4
COc1ccc(C(C(=O)NC2CCCC2)N(C(=O)c2csnn2)C2CC2)cc1 (centres undefined)	5	3	-14	4	7	.	-3	-3
CCCCOc1ccc(C(=O)NCC(=O)NCC(c2ccco2)N2CCCCC2)cc1 (centres undefined)	-120	.	-7	15	-3	0.5	.	2
Cc1ccc(S(=O)(=O)Nc2ccc3c(c2)C(=O)N([C@H](C)CO)C[C@@H](C)[C@H](CN(C)C(=O)C2CCCCC2)OCCCC[C@H](C)O3)cc1	1	-2	25	4	-2	0.0	0	-1
C/C=C/c1ccc([C@@H]2[C@@H](CO)N(C(=O)C3CC3)C23CN(S(=O)(=O)CC)C3)cc1	3	.	-21	-2	.	0.0	.	.
CC(C)NC(=O)N[C@@H]1CC[C@H](CC(=O)NC2Cc3ccccc3C2)O[C@@H]1CO	-3	4	-9	-1	-6	-0.4	1	2
COc1ccc(C#Cc2ccc([C@@H]3[C@@H](CO)N4CCCCN(Cc5ccncc5)C[C@@H]34)cc2)cc1	-5	-2	-51	2	0	-0.4	-3	-1
S=c1[nH]nc(-c2ccc3ncccc3c2)n1-c1ccc2c(c1)OCCO2	3	.	-6	8	-11	1.5	.	.
CN(C)c1ccc(-c2[nH][nH]c(=O)c2NC(=O)c2ccccn2)cc1	99*	-6	-2	3	.	0.0	3	0
CC(Sc1nnc(C(C)N(C)C)n1-c1ccc(Cl)cc1)C(=O)Nc1ccc2c(c1)OCO2 (centres undefined)	.	2	.	.	2	.	0	2
CC1Nc2ncnc(N3CCN(c4ccccn4)CC3)c2N(Cc2ccccc2)C1=O (centres undefined)	0	0	-41	3	-1	-0.1	7	-2
NS(=O)(=O)c1ccc(CCNC(=O)CSc2cccs2)cc1	.	-2	-13	4	-3	1.1	7	6
O=C(O)c1cc(S(=O)(=O)Nc2ccc3cn[nH]c3c2)ccc1Cl	15	-9	-3	4	11	0.0	-1	-4
Cc1ccc(S(=O)(=O)N2CCC[C@H]2C(=O)OCCN2C(=O)c3ccccc3C2=O)cc1	-1	5	-8	1	1	0.0	2	.
COc1ccc(C(C)=O)cc1COC(=O)Cn1cnc2ccccc2c1=O	.	8	.	.	-6	.	-1	-5
CCn1nc(NC(=O)c2cccs2)c2cc3ccccc3nc21	-7	.	-16	2	-62	.	.	.
O=C(c1sccc1-c1ccccc1)N1CCN(S(=O)(=O)c2ccccc2F)CC1	1	12	-5	4	0	.	-1	0
CCOC(=O)C1=CC[C@@H](c2ccccc2)N(S(=O)(=O)c2ccc(C)cc2)[C@H]1c1ccc(CC)cc1	-3	-7	3	-1	.	-0.1	8	0
COc1ccc(-n2nc(N)c3c(=O)oc(N(C)C)nc32)cc1	.	7	.	.	1	.	2	-1
Cn1c(CNC(=O)c2ccccc2F)nnc1SCCOc1ccccc1	-1	.	-16	5	-2	.	.	.
Cc1ccc(S(=O)(=O)CCc2nc3ccccc3s2)cc1	.	2	.	.	-1	.	7	19
COC1CC(=O)C2OC(c3ccccc3)OCC2O1 (centres undefined)	22	-4	-14	5	.	.	-3	2
C[C@H](O)c1[nH]c2cc(F)ccc2c1[C@H](C)O	1	6	-25	-5	-2	0.1	0	0
COc1ccccc1N1CCN(S(=O)(=O)c2ccc(NC(C)=O)cc2)CC1	4	-1	-6	-2	-16	25	-1	8
COC(=O)c1cc2nc(-c3ccc(OC)c(OC)c3)cc(C(F)(F)F)n2n1	.	-5	.	.	24	.	5	-8
Cc1ccc(SC(CC(=O)c2ccc(C(C)(C)C)cc2)C(=O)O)cc1 (centres undefined)	8	.	-14	2	4	.	.	.
CCN1C(=O)N(CC)C2C1N(CO)C(=O)N2CO (centres undefined)	1	.	-17	3	-4	.	.	.
O=C(Nc1ccc(C(=O)O)cc1)/C(=C\c1ccc2c(c1)OCO2)NC(=O)c1ccco1	3	4	-19	-3	-4	0.0	-3	-2
CCOC(=O)C(=O)N(C)c1c(CC)nc2c(OCc3ccc(Cl)cc3)cccn12	0	-5	-16	-2	.	-0.2	0	-2
C[C@@H]1ON(C)[C@H]2C[C@H]3c4cc(-c5ccc6c(c5)OCO6)ccc4CCN3C[C@@H]12	-7	.	5	5	.	0.1	.	.
O=C(Nc1ccccc1F)C(=Cc1sc(N2CCOCC2)nc1-c1ccccc1)C(=O)Nc1ccccc1F	-1	.	-351	-7	-9	.	.	.
Nc1c(Cl)cc(-c2cn(CCC(=O)O)c(-c3ccncc3)n2)cc1Cl	1	-5	-8	0	-3	.	-2	-1
(continued)
SMILES	Casp6 inh	RAD54 inh	RAD52 inh	ERp5 block	ARNT TACC3 PPI	E-sel inducer	PglD DTNB	esBAF inh
O=C(COC(=O)Cc1ccc(Cl)cc1)NCCc1ccccc1	-2	-11	-13	0	-7	.	1	-10
COc1ccccc1-c1ccccc1[C@H]1[C@@H](C#N)N(C(=O)C2CCOCC2)[C@H]1CO	1	.	9	-4	.	-0.1	.	.
CS(=O)(=O)Nc1ccc(C2=NN(C(=O)CCCC(=O)O)C(c3cccs3)C2)cc1 (centres undefined)	1	-8	7	3	-5	0.1	2	-1
CCOC(=O)Cn1nc(C)n(-c2c(C)cccc2C)c1=O	-2	-4	3	0	-1	10	-1	-4
O=C(COc1ccccc1)N1CCN(S(=O)(=O)c2ccc(Cl)cc2)CC1	.	4	.	.	-3	.	0	-4
N#Cc1nc(COc2ccccc2F)oc1NCc1ccc(F)cc1	-2	4	-36	-3	-1	0.0	-4	2
COc1ccccc1C(=O)Nc1ccc2c(c1)C(=O)N(C)C[C@H](OC)[C@@H](C)CN(C(C)=O)[C@H](C)CO2	3	5	-14	2	-16	-0.1	-14	-6
C[C@H]1CN([C@@H](C)CO)C(=O)c2cc(NC(=O)Cn3cnnn3)ccc2O[C@H]1CN(C)C(=O)Nc1ccccc1	-1	0	3	12	-3	-0.8	-2	2
CCOC(=O)Nc1ccc2c(c1)C(=NNC(N)=S)c1ccccc1-2	0	.	-21	-5	.	.	.	-35
CCC(=O)N1CCN(c2ccccc2NC(=S)NC(=O)c2ccco2)CC1	3	6	-34	0	-3	0.0	-4	2
O=C(CN(Cc1ccccc1Cl)C(=O)CNS(=O)(=O)c1ccc(F)cc1)NCC1CCCO1 (centres undefined)	2	4	-6	-6	35	0.4	-6	3
C=CCOc1cccc(C2c3c(oc4ccccc4c3=O)C(=O)N2c2ccccn2)c1 (centres undefined)	1	-12	-10	3	.	-0.1	-8	-1
O=c1[nH][nH]c(=O)c(Cl)c1Cl	0	5	-60	-1	-17	0.6	6	-5
CCCC(O)(c1ccc(OC)cc1)C(CN(C)C)c1ccccc1 (centres undefined)	.	-4	.	.	-11	.	3	-4
COC(=O)c1nn(-c2ccc(F)cc2)ccc1=O	-1	-2	0	-5	-2	-0.1	-9	-3
Cc1cc(NC(=O)c2ccc3nccnc3c2)ccc1Br	1	4	-8	-16	-17	-0.9	-6	-8
Cc1ccc(S(=O)(=O)N(C)C[C@H]2OCCCC[C@@H](C)Oc3ccc(NC(=O)NC4CCCCC4)cc3C(=O)N([C@H](C)CO)C[C@@H]2C)cc1	1	-2	9	0	-7	-0.3	-2	-4
C=CCN1C(=O)C(CC(=O)NCC)SC1=Nc1ccccc1OC (centres undefined)	0	-2	-1	-7	2	1.1	6	-3
CN(CC(=O)OCC(N)=O)S(=O)(=O)c1ccc(Cl)cc1	-1	.	-2	-3	-5	0.1	.	.
CCOC(=O)c1cn(CC)c2cc(F)c(F)cc2c1=O	-3	.	-19	4	-2	0.6	.	.
CN1C2CCC1CC(NC(=O)c1cc(Cl)cc3[nH]cnc13)C2 (centres undefined)	-5	6	10	-2	2	0.1	-1	0

At a glance, part of the list above.
SMILES	Casp6 inh	RAD54 inh	RAD52 inh	ERp5 block	ARNT TACC3 PPI	E-sel inducer	PglD DTNB	esBAF inh
CN(CC(=O)OCC(N)=O)S(=O)(=O)c1ccc(Cl)cc1	-1	.	-2	-3	-5	0.1	.	.
CCOC(=O)c1cn(CC)c2cc(F)c(F)cc2c1=O	-3	.	-19	4	-2	0.6	.	.
CN1C2CCC1CC(NC(=O)c1cc(Cl)cc3[nH]cnc13)C2 (centres undefined)	-5	6	10	-2	2	0.1	-1	0

Compound activity as filed in PubChem BioAssay.
